Pf apPOL inh: Pf-apPOL inhibitors, biochemical, fluorescence; Plasmodium falciparum apicoplast DNA polymerase (apPOL); Recombinant Pf-apPOL, molecular beacon fluorescence, 1.5 h; inhibition, % at 10 µM; 210,000 compounds, 0.25% hits; AID 1794808, 2022
mHTT-CaM PPI inh: mutant huntingtin-calmodulin interaction inhibitors – biochemical, AlphaScreen, primary screen; P42858; AID 1671202, 2021; 190,000 compounds, 3.6% hits; inhibition, % at 15 µM; AlphaScreen His-mHTT/GST-CaM binding, luminescence;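 also: 0% = both proteins with DMSO and 100% = one protein alone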
Target sequence (P42858 whole entry, looked up, stated change not applied): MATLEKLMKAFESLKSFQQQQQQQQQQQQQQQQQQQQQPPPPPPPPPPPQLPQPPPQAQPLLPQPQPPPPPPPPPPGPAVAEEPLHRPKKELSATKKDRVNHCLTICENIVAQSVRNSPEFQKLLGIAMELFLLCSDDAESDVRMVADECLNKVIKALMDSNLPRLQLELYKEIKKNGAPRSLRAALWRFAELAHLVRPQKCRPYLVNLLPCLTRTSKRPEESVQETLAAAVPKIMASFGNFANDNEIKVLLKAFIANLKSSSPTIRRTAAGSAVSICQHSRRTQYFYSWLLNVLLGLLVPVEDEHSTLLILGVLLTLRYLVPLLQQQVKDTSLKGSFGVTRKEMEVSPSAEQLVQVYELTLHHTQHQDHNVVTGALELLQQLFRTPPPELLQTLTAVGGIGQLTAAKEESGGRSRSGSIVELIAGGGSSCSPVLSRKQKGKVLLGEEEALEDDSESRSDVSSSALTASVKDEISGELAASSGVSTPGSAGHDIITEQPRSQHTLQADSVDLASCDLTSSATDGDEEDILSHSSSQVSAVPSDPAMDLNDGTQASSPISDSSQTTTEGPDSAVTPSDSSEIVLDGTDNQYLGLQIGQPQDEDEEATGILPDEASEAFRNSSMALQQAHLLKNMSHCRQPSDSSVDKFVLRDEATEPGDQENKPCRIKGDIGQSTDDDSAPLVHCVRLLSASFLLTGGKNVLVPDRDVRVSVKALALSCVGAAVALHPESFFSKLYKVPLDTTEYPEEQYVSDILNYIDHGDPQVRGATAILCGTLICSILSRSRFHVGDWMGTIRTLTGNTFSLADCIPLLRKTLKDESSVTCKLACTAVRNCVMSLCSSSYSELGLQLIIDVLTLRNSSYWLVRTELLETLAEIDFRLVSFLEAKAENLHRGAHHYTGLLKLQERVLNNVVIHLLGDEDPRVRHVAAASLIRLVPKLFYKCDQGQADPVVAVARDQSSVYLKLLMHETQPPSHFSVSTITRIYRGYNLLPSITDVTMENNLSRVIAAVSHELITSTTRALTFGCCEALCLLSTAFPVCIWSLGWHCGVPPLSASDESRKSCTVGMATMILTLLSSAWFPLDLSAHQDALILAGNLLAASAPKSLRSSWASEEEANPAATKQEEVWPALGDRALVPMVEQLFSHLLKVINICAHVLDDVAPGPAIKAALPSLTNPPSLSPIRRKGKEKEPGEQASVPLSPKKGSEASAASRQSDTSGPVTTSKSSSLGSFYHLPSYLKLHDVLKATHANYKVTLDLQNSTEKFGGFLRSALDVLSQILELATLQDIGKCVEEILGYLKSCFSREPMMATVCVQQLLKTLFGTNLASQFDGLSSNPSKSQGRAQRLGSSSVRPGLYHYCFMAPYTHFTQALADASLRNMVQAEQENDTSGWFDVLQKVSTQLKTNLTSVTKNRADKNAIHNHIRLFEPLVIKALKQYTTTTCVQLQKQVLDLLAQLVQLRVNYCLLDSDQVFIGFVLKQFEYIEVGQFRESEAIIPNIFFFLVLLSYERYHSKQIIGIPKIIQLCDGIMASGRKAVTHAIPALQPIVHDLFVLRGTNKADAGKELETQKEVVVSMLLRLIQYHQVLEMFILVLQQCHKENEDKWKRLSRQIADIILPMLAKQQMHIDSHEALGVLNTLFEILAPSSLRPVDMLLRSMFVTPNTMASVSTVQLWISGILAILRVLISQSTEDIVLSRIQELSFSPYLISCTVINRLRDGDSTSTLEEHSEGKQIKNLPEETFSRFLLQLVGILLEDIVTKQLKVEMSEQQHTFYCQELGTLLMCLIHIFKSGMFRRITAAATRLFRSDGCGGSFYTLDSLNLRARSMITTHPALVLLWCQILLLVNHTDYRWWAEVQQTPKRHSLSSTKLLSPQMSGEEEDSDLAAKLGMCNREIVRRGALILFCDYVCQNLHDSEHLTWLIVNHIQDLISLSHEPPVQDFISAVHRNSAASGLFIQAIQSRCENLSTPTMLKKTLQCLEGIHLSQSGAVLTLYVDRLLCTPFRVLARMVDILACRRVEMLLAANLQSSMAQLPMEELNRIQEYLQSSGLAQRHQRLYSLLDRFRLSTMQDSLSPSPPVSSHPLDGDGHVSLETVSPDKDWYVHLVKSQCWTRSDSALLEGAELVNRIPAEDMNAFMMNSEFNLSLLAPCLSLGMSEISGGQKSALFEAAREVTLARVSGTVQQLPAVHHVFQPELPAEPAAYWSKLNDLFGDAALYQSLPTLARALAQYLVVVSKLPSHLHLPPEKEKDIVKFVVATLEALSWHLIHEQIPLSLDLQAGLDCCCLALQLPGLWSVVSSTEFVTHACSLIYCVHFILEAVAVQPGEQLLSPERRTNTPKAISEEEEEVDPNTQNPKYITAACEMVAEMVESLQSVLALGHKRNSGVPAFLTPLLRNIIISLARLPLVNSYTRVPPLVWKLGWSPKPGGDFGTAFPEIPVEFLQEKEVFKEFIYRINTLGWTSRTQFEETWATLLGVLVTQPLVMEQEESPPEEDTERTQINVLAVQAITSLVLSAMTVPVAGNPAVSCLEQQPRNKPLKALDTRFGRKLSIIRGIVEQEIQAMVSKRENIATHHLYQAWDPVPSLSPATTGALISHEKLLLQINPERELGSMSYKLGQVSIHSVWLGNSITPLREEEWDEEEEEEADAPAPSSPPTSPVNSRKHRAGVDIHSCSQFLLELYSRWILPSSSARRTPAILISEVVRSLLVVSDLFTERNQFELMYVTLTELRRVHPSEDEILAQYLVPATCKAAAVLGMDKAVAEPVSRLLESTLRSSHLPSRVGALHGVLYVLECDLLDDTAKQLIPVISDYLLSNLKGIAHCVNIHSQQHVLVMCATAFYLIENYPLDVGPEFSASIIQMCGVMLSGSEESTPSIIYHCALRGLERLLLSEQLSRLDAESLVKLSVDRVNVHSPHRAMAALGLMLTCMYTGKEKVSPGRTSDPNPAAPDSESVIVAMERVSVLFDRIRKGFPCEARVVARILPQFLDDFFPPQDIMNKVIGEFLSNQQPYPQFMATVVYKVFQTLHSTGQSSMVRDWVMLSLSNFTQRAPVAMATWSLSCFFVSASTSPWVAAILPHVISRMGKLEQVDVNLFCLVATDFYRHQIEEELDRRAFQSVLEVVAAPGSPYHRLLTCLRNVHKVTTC
Active calls of the source: *; . = no result given; & = joins results of further samples. Rule as the data show it: active = inhibition above about 50%; inactive = the rest.

structure	Pf apPOL inh	mHTT-CaM PPI inh
CCn1c(C2CCN(Cc3cccnc3)C2)nc2cccnc21 (centres undefined)	-7	0
O=C(CCCOc1ccccc1)N1CCCCCC1	-17	-6
C#Cc1cccc(NC(=O)COc2cccc([N+](=O)[O-])c2)c1	-6	-1
COCCN=C1Nc2ccccc2CNC12CCN(C(=O)c1c[nH]c3ccccc13)C2 (centres undefined)	-2	32
CC1CCCN(Cc2c(O)ccc3c2OC(=Cc2cc4ccccc4o2)C3=O)C1 (centres undefined)	-26	17
O=C1C2=C(Nc3[nH]c(=O)[nH]c(=O)c3C2c2ccc3c(c2)OCO3)c2ccccc21 (centres undefined)	-8&1	30&34
COC(=O)c1cc([N+](=O)[O-])ccc1NC(C)=O	-23	.
CCOc1ccc(C(=O)Nc2ccc(Br)cc2F)cc1[N+](=O)[O-]	-4	0
Cc1ccc(NC(=O)c2ccc(C)c(Cl)c2)c([N+](=O)[O-])c1	1	1
COc1ccc2cc(C(=O)NC(C)=O)c(=Nc3cccc(F)c3)oc2c1	-3	-3
Cc1cc(C)c2c(N3CCCC3)nc(C(=O)NCC3CC3)nc2n1	-2	-10
Cc1c(C(=O)Nc2cccc(Cl)c2)oc2ccc(S(=O)(=O)N3CCCCCC3)cc12	-12	-1
O=C(Nc1nc(-c2ccccc2)cs1)c1cccs1	6	0
COc1cc(OC)c(NC(=O)N2CCn3cccc3C2C)cc1Cl (centres undefined)	-4	31
O=[N+]([O-])c1cccc(-c2noc(-c3cccc(Br)c3)n2)c1	1	-1
COc1cccc(C2C(C(=O)C=Cc3ccco3)=C(O)C(=O)N2CCN(C)C)c1OC (centres undefined)	0	3
CCc1sc(C(C)(C)C)cc1NC(=O)C(Cl)Cl	-6	.
CCn1nccc1C(=O)N1CCC(CCOCc2cccc(F)c2)CC1	-6	-8
O=C(Nc1nnc(Cc2ccc3c(c2)OCCO3)o1)C1CC1	-4	3
Cc1ncn(-c2ccc(CNC(=O)C3CCCO3)cc2)c1C (centres undefined)	0	7
Cc1csc(-c2ccc(CNC(=O)C3CCOC3)cc2)n1 (centres undefined)	2	0
Cn1c(C(=O)c2ccccc2[N+](=O)[O-])nc2ccccc21	2	15
Cc1ccc(CCNC(=O)c2cc(-c3cccnc3)nc3ccccc23)cc1	-16	34
CCOc1ccc(-c2nc(CSc3nc4c(c(=O)[nH]3)CCC4)c(C)o2)cc1OC	0	4

Next part; the last four above are carried over.
structure	Pf apPOL inh	mHTT-CaM PPI inh
Cc1csc(-c2ccc(CNC(=O)C3CCOC3)cc2)n1 (centres undefined)	2	0
Cn1c(C(=O)c2ccccc2[N+](=O)[O-])nc2ccccc21	2	15
Cc1ccc(CCNC(=O)c2cc(-c3cccnc3)nc3ccccc23)cc1	-16	34
CCOc1ccc(-c2nc(CSc3nc4c(c(=O)[nH]3)CCC4)c(C)o2)cc1OC	0	4
CCN1CCN(C(=O)c2c(C(C)C)nn(-c3ccccc3C)c2C(C)C)CC1	-2	5
Cc1ccc(-c2csc3ncn4nnnc4c23)cc1	6&-2	.
Fc1cccc(CN2CCC(N3CCCCCC3)CC2)c1	-3	-2
CCOC(=O)c1c(-c2ccccc2)oc2ccc(OC(C)=O)cc12	-16	-6
CC(=O)Nc1cc(=O)[nH]c(-c2ccccn2)n1	-158&-192	.
Cc1cc(C)nc(NC(=NS(=O)(=O)Cc2ccccc2)Nc2ccccc2Br)n1	-6	3
CN(C1CC1)S(=O)(=O)c1ccc(C(=O)Nc2ccc(S(C)(=O)=O)cc2)cc1	-6	-1
Cc1ccc(NC(=O)c2ccc(F)c(S(=O)(=O)N(C)Cc3ccccc3)c2)cc1F	-3	-11
Cn1ccc2c(cc(C(=O)NCc3cccc(Cl)c3)n2C)c1=O	2	-5
Cc1nc(C(N)=NOC(=O)c2c(-c3ccccc3)noc2C)cs1	-6	.
COc1cc(OC)cc(C(=O)N2CCC3(CC2)NC(=O)c2cccc(Cl)c2N3)c1	1	2
CCN1CCn2cc(S(=O)(=O)N3CCN(c4cccc(Cl)c4)CC3)cc2C1=O	-9	3
Cn1c(=O)c2c(nc3n(CCc4ccccc4)c(C45CC6CC(CC(C6)C4)C5)cn23)n(C)c1=O	-2	5
O=Cc1cn(CC(=O)NCc2ccccc2)c2ccccc12	-5	-1
COc1ccc(-c2nn(-c3ccccc3)cc2C=NC2CCS(=O)(=O)C2)cc1Br (centres undefined)	-2	15
Cc1cccc(N2CCN(C(=O)C3c4ccccc4CCN3C(=O)C3CC3)CC2)c1 (centres undefined)	-2	9
CCN1CCN(C(=O)c2cc(-c3ccncc3)cn2C)CC1	-2	-1
Cc1cccc2nnc(N3CCCC(C(=O)NCc4cccc(F)c4)C3)n12 (centres undefined)	-6	10
O=c1sc(C=C2C=Nc3ccccc32)c(O)n1-c1ccccc1	-2	14
COc1ccc(CCNC(=O)c2cc3ccccc3s2)cc1OC	-15	.
Cc1ccccc1NC(=O)c1ccc(Cl)cc1	-14	-5
O=C(c1cccnc1)N1CCC(Nc2cccnc2)C1 (centres undefined)	-1	2
CCCn1cnnc1C1CCN(C(=O)c2ccc(CC)cc2)CC1	6	-6
O=C(NCc1cscn1)C1CCN(S(=O)(=O)c2cccc(Cl)c2)CC1	6	-9

Further results
mol,Pf apPOL inh,mHTT-CaM PPI inh
CCCCCCCCCCCCN1CNC(=S)NC1,.,3
C=CCN1C(=O)C(O)(CC(=O)c2ccc3c(c2)CCCC3)c2ccccc21 (centres undefined),2,57*
CCCC[C@H]1[C@@H]2C[C@H]([C@H]3CCCCN31)[C@H](OC(=O)Nc1cccc(F)c1)C2,-6,-3
O=C(NN=CC=Cc1ccccc1)c1ccccc1CO,10&-3,.
Cc1cc(O)c(Cc2c(O)cc(C)[nH]c2=O)c(=O)[nH]1,4,-12
O=C(NCc1cccnc1)c1cccc(C2CCCN(C(=O)Nc3ccccc3)C2)c1 (centres undefined),-5,11
COc1cc(OC)c(NC(=O)C2CC(=O)N(c3cccc(NC(C)=O)c3)C2)cc1Cl (centres undefined),-1,14
CCOc1ccc2nc(SC=CC(=O)c3ccc(Cl)cc3)sc2c1,-7,.
Cc1nnc2c(S(=O)(=O)N(Cc3ccccc3)c3cc(F)cc(F)c3)cccn12,-4,36
O=C1c2ccccc2-c2n[nH]c3cccc1c23,21&0,.
Cc1ccc(/C=C2\N=C(c3ccc(-c4ccccc4)cc3)OC2=O)o1,-5,9
Cc1cc([N+](=O)[O-])ccc1S(=O)(=O)n1nnc2ccccc21,-4,8
O=C(O)C1CCCCC1C(=O)Nc1nc2ccc(Br)cc2s1 (centres undefined),-2,-5
CN1CCN(Cc2ccc3c(c2)Cc2ccccc2-3)CC1,1,1
Fc1cccc2c1CNC(=S)N2,-4,.
O=C(Nc1ccc(-c2noc(CCc3ccccc3)n2)cc1)c1ccncc1,-1,47
O=C1OC(/C=C/c2cccc([N+](=O)[O-])c2)=NC/1=C/c1ccc(Cl)c(Cl)c1,0,10
COc1cccc(/C=C2\N=C(c3cc([N+](=O)[O-])ccc3Cl)OC2=O)c1OC,8,1
COc1ccc(C2=NC3(CCN(CC(=O)NCc4ccc(Cl)cc4)CC3)NC2=O)cc1,0,1
Cc1cccc(N2CCN(S(=O)(=O)c3cc4c(s3)CCN(C(=O)C3CC3)C4)CC2)c1,-4,6
NC(=NO)C1CSc2ccccc2C1=O (centres undefined),-7,.
CC1(C)CC(=O)C(C2=NC3(CCCCC3)Cc3ccccc32)=C(O)C1,-2,10
COc1ccc(-c2cc3ccc(O)c(CN(C)C)c3oc2=O)cc1,-160,-12
NC(=O)c1c(F)c(F)c(N)c(F)c1F,.,-7
COc1ccccc1-c1onc(C)c1C(=O)NCc1ccc(Cl)cc1,3,3
CCC(C)C(=O)NCCc1ccc(S(N)(=O)=O)cc1 (centres undefined),-24,-3
COc1cccc(C(=O)N2CCC(c3cnn(-c4ccc(C)cc4)c3)CC2)c1OC,-1,23
Oc1ccc(Cl)c2c1NC(c1ccc(Cl)cc1)C1CC=CC21 (centres undefined),-3,100*
Fc1cccc(F)c1CN1CCN(c2ncccn2)CC1,-2,-1
CC(O)c1nc2cc([N+](=O)[O-])ccc2n1Cc1ccccc1 (centres undefined),0,-8
Cc1ccc(N2C(=O)C3C(C2=O)C2C=CC3C23CC3)c([N+](=O)[O-])c1 (centres undefined),-2,5
CC1CCN(C(=O)c2ccc(S(=O)(=O)Cc3ccccc3F)c([N+](=O)[O-])c2)CC1,-8,-1
CCc1cc2c(=O)c(Oc3ccccc3)c(C(F)(F)F)oc2cc1OC,-4&-12,-5&1
O=c1oc2ccc(Br)cc2cc1-c1nnc(-c2cccc(Br)c2)o1,-2,-1
COC(=O)c1sc(SC)c(S(=O)(=O)C(C)C)c1N,1&-2,.
O=C(Nc1ccc(Br)cn1)c1cc2n(n1)C(C(F)(F)F)CC(c1ccccc1)N2 (centres undefined),-3,-3
Cc1c(Cl)c(C(F)(F)F)nn1CC(=O)Nc1cccnc1Cl,4,-7
O=C(NC1CCCCC1)c1nn2c(c1Cl)NC(c1cccs1)CC2C(F)(F)F (centres undefined),-42,17
COc1cccc(C2C(C(=O)Nc3cc(C)ccn3)=C(C)NC3=C2C(=O)CCC3)c1OC (centres undefined),5&-6,7&7
COc1ccc(-c2nc(C3CCCN(C(=O)COc4ccc(Cl)cc4C)C3)no2)cc1 (centres undefined),-1,11
O=C(CC1CCCC1)Nc1cnc(-c2ccccc2)nc1,1,-6
O=S(=O)(NC1=NCCCN1)c1cc(C(F)(F)F)cc(C(F)(F)F)c1,5,.
Cc1noc(C)c1S(=O)(=O)N1CCC(CC(=O)N2CCN(C(=O)C3CC3)CC2)CC1,3,5
COc1cc(C(=O)Nc2cccc(O)c2)c2ccccc2n1,0&0,10&10
Cn1nccc1-c1cccc(-c2noc(-c3ccccc3Cl)n2)c1,-1,-22
Cc1cccc(C(=O)N2CCN(c3cc(C)ccc3C)C(=O)C2C)c1 (centres undefined),1,8
Cc1ccc(C)c(CN2C(=O)NC3(CCN(C(=O)Cc4ccc(F)cc4)CC3)C2=O)c1,-7,22
O=C(Nc1ccc(Br)cc1F)N1CC2CCCN2c2ccccc21 (centres undefined),-4,12
CC(=O)N1CCN(c2nc3c(s2)CC(C(=O)Nc2ccc(Cl)cc2F)CC3)CC1 (centres undefined),-6,7
Cc1cc(Cl)cc(Cl)c1OCC(=O)Nc1cccc([N+](=O)[O-])c1,0,-4
COCCCN1COc2ccc3cc(-c4ccccc4)c(=O)oc3c2C1,-45,3
Cn1cc(S(=O)(=O)CC(=O)N2CCc3ccccc32)c2ccccc21,7,3
C=CCSc1nc2c(cnn2-c2ccccc2)c(=O)[nH]1,0,2
Cc1ccc(C)c(-c2cc(CN(C(=O)NC(C)C)C(C)C)no2)c1,-6,-8
Cc1oc(C2CCN(C(=O)CC3CCCCC3)CC2)nc1C(=O)N(C)C,4,1
CC(C)c1cc(C(=O)Nc2cccc(F)c2)nc2ccnn12,4,-32
COC(=O)C1=C(Nc2ccccc2NC(=O)c2c(Cl)cccc2Cl)CSC1,4,.
O=c1c2cc(I)ccc2nc(/C=C/c2cccc([N+](=O)[O-])c2)n1CCO,6,6
O=C(c1ccc(Cn2nnc3ccccc3c2=O)cc1)N1CCN(c2ccccc2)CC1,-6,39
O=[N+]([O-])c1ccccc1S(=O)(=O)Nc1ccc(Cl)c(Cl)c1,-11,5

Retrieved by compound from above, 5 records:
mol,Pf apPOL inh,mHTT-CaM PPI inh
Cc1ccc(C)c(-c2cc(CN(C(=O)NC(C)C)C(C)C)no2)c1,-6,-8
O=[N+]([O-])c1ccccc1S(=O)(=O)Nc1ccc(Cl)c(Cl)c1,-11,5
Cc1cc(Cl)cc(Cl)c1OCC(=O)Nc1cccc([N+](=O)[O-])c1,0,-4
O=C(Nc1ccc(Br)cc1F)N1CC2CCCN2c2ccccc21 (centres undefined),-4,12
Cc1oc(C2CCN(C(=O)CC3CCCCC3)CC2)nc1C(=O)N(C)C,4,1

The list continues.
mol,Pf apPOL inh,mHTT-CaM PPI inh
COc1cccc(C(=O)Nc2c3c(nn2-c2ccc(F)cc2)CS(=O)C3)c1OC (centres undefined),-4,0
COc1ccc(C2Oc3ccccc3C3=C2C(c2ccc(F)cc2)n2ncnc2N3)cc1 (centres undefined),0,8
Oc1ccc(Cl)cc1N=Cc1cccc(I)c1O,-8,23
COc1ccccc1C1(CNC(=O)C(=O)NCc2ccc(F)cc2)CCOCC1,-3,-17
CCc1ccc(NC(=O)CSc2cc(N3CCCCC3)ncn2)cc1,1,-20
O=C(CSc1c(F)c(F)c(F)c(F)c1F)Nc1ccc(C2SCCS2)cc1,8,.
C#CCOc1ccc(/C=C2/NC(=O)NC2=O)cc1Br,.,-3
COc1ccc(C=C2Oc3c(ccc(O)c3CN3CC(C)CC(C)C3)C2=O)c(OC)c1OC (centres undefined),-4,27
CCOc1ccc(/C=C2\N=C(c3ccc([N+](=O)[O-])cc3Cl)OC2=O)cc1,-1,4
CN(Cc1ccccc1)Cc1c(O)ccc2c1OC(=Cc1ccncc1)C2=O,-2,6

Screens: PubChem, University of Kansas High Throughput Screening Laboratory
